KAT2A inh = inhibitors of human GCN5L2 histone acetyltransferase; Q92830; GCN5L2 HAT assay, ThioGlo1 CoA-SH fluorescence; Potency, µM (top dose mostly 58.9 µM), for inactives: at the top dose activity change, negative = inhibition, actives largely listed as inhibitors; actives 0.21% (n = 390,000)
Target sequence (Q92830 whole entry, looked up): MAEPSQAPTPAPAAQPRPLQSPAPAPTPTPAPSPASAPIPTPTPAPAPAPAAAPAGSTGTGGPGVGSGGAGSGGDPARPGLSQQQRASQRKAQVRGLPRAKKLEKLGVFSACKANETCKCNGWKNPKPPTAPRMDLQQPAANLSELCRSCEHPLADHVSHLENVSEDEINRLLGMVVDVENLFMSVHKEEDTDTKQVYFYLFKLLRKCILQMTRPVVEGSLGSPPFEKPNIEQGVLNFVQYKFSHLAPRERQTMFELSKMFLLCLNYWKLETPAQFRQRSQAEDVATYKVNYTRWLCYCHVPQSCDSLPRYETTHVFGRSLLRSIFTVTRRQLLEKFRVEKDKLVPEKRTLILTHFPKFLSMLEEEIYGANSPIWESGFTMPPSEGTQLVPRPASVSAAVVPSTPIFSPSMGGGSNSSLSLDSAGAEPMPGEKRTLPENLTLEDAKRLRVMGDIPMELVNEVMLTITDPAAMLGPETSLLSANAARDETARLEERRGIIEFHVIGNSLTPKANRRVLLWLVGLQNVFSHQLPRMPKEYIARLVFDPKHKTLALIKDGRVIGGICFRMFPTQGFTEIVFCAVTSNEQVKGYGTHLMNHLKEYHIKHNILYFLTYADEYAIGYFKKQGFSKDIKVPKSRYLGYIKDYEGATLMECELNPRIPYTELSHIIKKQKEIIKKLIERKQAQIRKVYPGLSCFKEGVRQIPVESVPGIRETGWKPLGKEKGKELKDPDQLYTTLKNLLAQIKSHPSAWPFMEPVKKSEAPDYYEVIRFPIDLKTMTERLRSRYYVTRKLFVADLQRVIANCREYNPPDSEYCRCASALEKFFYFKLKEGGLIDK
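GCN5L2 (20 nM) in 50mM HEPES pH 7.5, 0.1mM EDTA, 0.01% Tween-20 preincubated 15 min with compounds at room temperature. Reaction started with H3(1-25) 75uM, acetyl-CoA 70uM, ThioGlo1 50uM; CoA-thiol fluorescence (Ex340/Em540) read at 0 and 20 min.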
N370S GC mod = inhibits or activates N370S mutant glucocerebrosidase; P04062; N370S GC spleen homogenate, 4MU-glucoside fluorescence; Potency, µM (series often up to 59.4 µM), for inactives: at the top dose activity change, negative = inhibition, usual class: inhibitors; actives 0.092% (n = 330,000); AID 2101;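 also: 0% = full enzyme activity and -100% = no enzyme basal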
FEN1 inhibitor = inhibitors of human flap endonuclease 1. P39748. Recombinant FEN1 flap cleavage, fluorescence, 15 min. Potency, µM (series often up to 114 µM), for the others: top-dose activity change, negative = inhibition, actives largely listed as inhibitors. actives 0.35% (n = 390,000). AID 588795; also: nearly all actives have a fitted effect of over 65% in size
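FEN1 at 10 nM preincubated with compounds 15 min at room temperature, then flap DNA substrate added at 50 nM final. Signal read at 0 and 15 min; concentration-response fitted with four-parameter Hill equation.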
Active calls of the source: *; ? = inconclusive; / = no result given; & = joins results of further samples; [ ] = remark or other dose. Calls follow the shape of the dose curve; as a rule, active = well fitted curve in the direction sought with a large enough effect; inconclusive = small, poorly fitted or top-dose-only effect, or another doubt; inactive = no such curve, though single readings can be large; an effect the other way counts as inactive or inconclusive. Unless noted, % is scaled to controls: 0 for no effect and ±100 for the full control effect; potency is read from the fitted curve at half-maximal effect.

Structure	KAT2A inh	N370S GC mod	FEN1 inhibitor
COc1ccc(CNC(=O)CN(C(=O)CCC(=O)Nc2ccccn2)c2cccc(C)c2C)cc1	-1%	-21%	-5%
O=C(NCCCNC(=O)c1ccco1)c1ccc(F)cc1	-5%	0%	16%
Cc1ccc(N2C(=O)C3C(C2=O)N2CCCN2C3c2ccccc2)cc1C (stereo not drawn)	-5%	4%	4%
Cn1c(=O)c2c(nc(SCc3ccc(F)cc3)n2C)n(C)c1=O	1%	-3%	1%
Cc1cccc(CCNC(=O)CCc2c(C)nc3c(c(C)nn3-c3ccccc3)c2C)c1	4%	/	-23%
CCc1ccc(-n2c(=O)c3cccnc3n2CC(=O)NCc2ccc(C)cc2)cc1	?	/	2%
C=CCN1C(=O)/C(=C/c2ccc(OC(C)=O)c(OCC)c2[N+](=O)[O-])SC1=S	-4%	2%	-20%
CCCC(=O)OCC(=O)Nc1ccccc1C#N	-7%	-3%	-4%
CCOC(=O)c1c(N)sc(C(N)=O)c1C	-4%	-5%	-3%
O=C(/C=C/c1cc(Br)ccc1O)c1ccco1	-2%	-2%	-11%
CCCS(=O)(=O)c1nc(S(=O)(=O)c2ccc(C)cc2)c(NCC(C)C)s1	-5%	/	6%
Cc1cccc(-n2nc(CC#N)c(C#N)c2N)c1	0%	-4%	-11%
Cc1ccccc1Cn1nc(C)c(NC(=O)c2cc(-c3ccc(F)cc3)on2)c1C	-4%	/	2%
Nc1nonc1-n1nnc(C(=O)N/N=C/c2ccc(Br)cc2)c1CSC1=NCCS1	-4%	-2%	5%
O=C(COC(=O)Cc1ccc(Br)cc1)NC12CC3CC(CC(C3)C1)C2	0%	9%	-10%
COc1ccc(OCCC(=O)OCC(=O)Nc2cccc(Br)c2)cc1	-6%	-4%	-16%
CC1CCN(c2nc3ccc(C(=O)NCCCN4CCCCC4)cc3s2)CC1	-3%	-4%	15%
Cc1cc(NS(=O)(=O)c2ccc(NC(=O)CSc3nc4ncccc4[nH]3)cc2)nc(C)n1	-1%	-1%	18%
CCNc1ccc(Br)cc(C(=O)/C=C/c2ccc3c(c2)OCO3)c1=O	-4%	9%	?
O=C(O)c1occc1CSc1ccccc1	-10%	-2%	5%

Entries of single compounds, quoted from the list. Order of screens: KAT2A inh	N370S GC mod	FEN1 inhibitor
CC1CCN(c2nc3ccc(C(=O)NCCCN4CCCCC4)cc3s2)CC1 in the list: -3%	-4%	15%
CCNc1ccc(Br)cc(C(=O)/C=C/c2ccc3c(c2)OCO3)c1=O in the list: -4%	9%	?
Nc1nonc1-n1nnc(C(=O)N/N=C/c2ccc(Br)cc2)c1CSC1=NCCS1 in the list: -4%	-2%	5%
Cc1ccccc1Cn1nc(C)c(NC(=O)c2cc(-c3ccc(F)cc3)on2)c1C in the list: -4%	/	2%
CCCS(=O)(=O)c1nc(S(=O)(=O)c2ccc(C)cc2)c(NCC(C)C)s1 in the list: -5%	/	6%

(next part)
Structure	KAT2A inh	N370S GC mod	FEN1 inhibitor
COc1ccc(NC(=O)CSc2oc(-c3cccs3)nc2S(=O)(=O)c2ccccc2)c(OC)c1	-7%	/	-5%
CN(Cc1ccco1)C(=O)CCc1nc2sc3c(c2c(=O)[nH]1)CCCC3	-9%	15%	-13%
CS(=O)(=O)NCCCCCCNS(C)(=O)=O	-7%	-4%	6%
N#CCCCCN1CCCC1	-5%	-2%	-4%
O=C(OCc1ccccc1Cl)c1ccc(-c2nnn(Cc3ccccc3)n2)cc1	2%	/	-11%
COc1ccc(CN2C(=NC(=O)C3CCCO3)SC3CS(=O)(=O)CC32)cc1 (stereo not drawn)	0%	0%	-3%
CCCc1[nH]c(=O)c(C#N)c2c1COC(C)(C)C2	-8%[0.501 µM]	1%	-4%
COc1cc(NC(=O)Cn2cnc(S(=O)(=O)N3CCc4ccccc43)c2)cc(OC)c1OC	-3%	-12%	0%
CN=C1SC(CC(=O)Nc2ccccc2F)C(=O)N1C (stereo not drawn)	-20%	6%	0%
COc1ccc2cc(CCNC(=O)c3ccc4c(c3)OCO4)c(=O)[nH]c2c1	-6%	0%	-19%
COC(=O)C1=C(COc2ccc(C=O)cc2OC)NC(=O)NC1c1cc(C)ccc1C (stereo not drawn)	-1%	-2%	16%
COc1ccccc1CCC(=O)Nc1nc2ccccc2[nH]1	1%	7%	-4%
CCCC/C(C)=N/NC(=O)c1cn(-c2ccccc2)nc1-c1ccccc1	?	8%	-9%
COc1cc(CNc2ccc(NC(C)=O)cc2)ccc1OCc1ccccc1C	2%	25%	9%
COc1ccc(CNS(=O)(=O)c2ccc(-n3cccn3)cc2)cc1	-4%	-4%	5%
Cc1ccc(C)c(N2CCN(C(=O)c3cc4cc5ccc(C)cc5nc4s3)CC2)c1	-9%	/	2%
O=c1[nH]nc(-c2ccc(NCCCO)c([N+](=O)[O-])c2)c2ccccc12	3%	3%	-4%
O=C(Nc1cccc(-c2nc3cc(Cl)ccc3o2)c1)C1CCCO1 (stereo not drawn)	-1%	-27%	-3%
CCOc1cc(/C=C/c2ccc3cccc([N+](=O)[O-])c3n2)cc(Cl)c1O	-14%	9%	-14%
Cn1cccc1-c1cc(C(=O)N2CCc3c([nH]c4ccccc34)C2c2ccccn2)[nH]n1 (stereo not drawn)	-3%	16%	-16%
COc1ccc(C2CC(=O)c3ccccc3O2)cc1 (stereo not drawn)	-3%	2%	-1%
CC(C)(C)c1ccc(-c2n[nH]c(=S)n2Cc2ccccc2)cc1	3%	-6%	7%
COC(=O)CN(c1ccc(OC)cc1OC)S(=O)(=O)c1ccccc1[N+](=O)[O-]	-2%	11%	-9%
Cc1cc(C)cc(N(CC(=O)Nc2ccc(C)cc2Cl)S(=O)(=O)c2c(C)[nH]c(=O)[nH]c2=O)c1	-5%&-7%	0.25µM*	16%&-6%
COc1ccc(-c2cc(C(=O)Nc3ccc(OC)c(OC)c3)no2)cc1	-15%	1%	5%
COc1ccc(CC(=O)Nc2ccc(S(=O)(=O)Nc3nccc(C)n3)cc2)cc1	-13%	3%	-9%
CCN1/C(=C\c2ccc3ccccc3[n+]2CC)Sc2cc(C)ccc21	-6%	-3%	?
CCN(CC)S(=O)(=O)c1cc(C(=O)OC)ccc1Cl	?	-18%	-3%
O=C(NCCc1csc(-c2cccnc2)n1)c1ccc(Br)o1	-12%	5%	-3%
Cc1ccc(C(=O)NN2C(=O)C3C4c5ccccc5C(c5ccccc54)C3C2=O)cc1 (stereo not drawn)	-1%	9%	-1%
CCc1nc2n[nH]c(N)c2c2c1CCCC2	3%	5%	-1%
Cc1ccc(-c2nc(CCNC(=O)c3ccc(C)c(C)c3)cs2)cc1	-12%	/	-4%
CNS(=O)(=O)c1ccc(NC(=S)Nc2ccc3c(c2)OCO3)cc1	-2%	?	-2%
CCOC(=O)c1c(NC(=O)CSc2cn(CCNC(=O)c3c(F)cccc3F)c3ccccc23)sc2c1CCCC2	1%	/	-9%
COc1ccc(CNC(=O)CSc2nnc3nc(C)cc(C)n23)cc1OC	-9%	-9%	17%
C[C@H](NC(=O)CCCOc1ccc(Cl)cc1Cl)c1nnc2ccccn12	-5%	1%	-7%
CCOC(=O)/C(C#N)=C\c1cc(OC)c(OC)cc1[N+](=O)[O-]	-11%	0%	-7%
Cc1cccc(NC(=O)c2ccc(OCC(=O)NCc3ccccc3)cc2)c1C	-4%	-14%	-1%
CN1C(=O)/C(=C/c2ccccc2OCc2ccc(C(=O)O)cc2)NC1=S	-3%	?	-19%
Cc1ccc2nc(Cn3cc(C(F)(F)F)ccc3=O)cc(=O)n2c1	-14%	-3%	-1%

Results in FEN1 inhibitor and KAT2A inh (3 entries from above):
| Compound | FEN1 inhibitor | KAT2A inh |
| --- | --- | --- |
| Cn1cccc1-c1cc(C(=O)N2CCc3c([nH]c4ccccc34)C2c2ccccn2)[nH]n1 (stereo not drawn) | -16% | -3% |
| COc1ccc(C2CC(=O)c3ccccc3O2)cc1 (stereo not drawn) | -1% | -3% |
| CC(C)(C)c1ccc(-c2n[nH]c(=S)n2Cc2ccccc2)cc1 | 7% | 3% |

Further records follow:
Structure	KAT2A inh	N370S GC mod	FEN1 inhibitor
COC(=O)c1ccc(NC(=O)c2ccc(OC(C)=O)c(OC)c2)cc1	-4%	-10%	17%
O=c1c2cc(Cl)ccc2nc(-c2ccc(Cl)c(Cl)c2)n1O	27%	-6%	-13%
COC(=O)Nc1ccc(S(=O)(=O)N2CCC(C(=O)NC3CCCCC3)CC2)cc1	-10%	-5%	-2%
COc1ccc(OC)c(NC(=O)c2cc3c(s2)-c2ccccc2SC3)c1	-7%	/	-12%
N#CC1=C(N)C2=CCCC[C@H]2[C@H](c2cccc(F)c2)C1(C#N)C#N	16%	-3%	-14%
CCc1ccc(N2CCn3c2nc2c3c(=O)n(Cc3cccc(C)c3)c(=O)n2C)cc1	-7%	/	5%
Cc1nccn1CCCNC(=O)CC1C(=O)NCCN1Cc1ccc(Cl)c(F)c1 (stereo not drawn)	-7%	4%	-11%
O=[N+]([O-])c1cccc(/C=N/Nc2nnc(-c3ccccc3)c(-c3ccccc3)n2)c1	23%	-4%	-2%
CCN(CC)CCNC(=O)c1cc([N+](=O)[O-])c(N(C)C)cc1OC	-16%	-4%	1%
O=C(/C=C/c1c(Cl)cccc1Cl)NCc1ccccc1	1%	8%	-4%
CCc1ccc2nc(N(Cc3cccnc3)C(C)=O)sc2c1	3%	/	0%
CC1CCN(C(=O)c2[nH]cnc2C(=O)NCC(=O)OC(C)(C)C)CC1	2%	4%	16%
Nc1ccccc1Sc1ccc(C(F)(F)F)cc1[N+](=O)[O-]	-10%	6%	-23%
CCOc1ccc(NC(=O)CCCn2c(C)c3cnn(-c4ccccc4)c(=O)c3c2C)cc1	-5%	/	13%
CCOC(=O)C1CCN(C(=O)c2cc(C)n(C(C)(C)C)n2)CC1	-4%	12%	9%
COc1ccc(Nc2nc3c(C)cccn3c(=O)c2C=NCc2ccccc2)cc1	-12%	18%	-2%
CCO/C([O-])=N/c1c[n+](N2CCOCC2)no1	?	2%	2%[57.1 µM]
CS(=O)(=O)N(CC(=O)Nc1ccc(Br)cc1F)C1CCCCC1	-9%	-3%	-1%
COCc1ccc(C(=O)N(C)CC2CCCN(CCc3ccccc3F)C2)o1 (stereo not drawn)	-6%	-6%	-3%
CNc1ccc(-c2nc(-c3ccccn3)no2)cc1[N+](=O)[O-]	-3%	/	-16%
CN(c1ccccc1)S(=O)(=O)c1cccc(NC(=O)CSc2nncs2)c1	-6%	-4%	-1%
Cc1nc(CCNC(=O)C2CCC(=O)N(CCc3cccc(F)c3)C2)sc1C (stereo not drawn)	-1%	-9%	0%
CN(CCC#N)C(=O)COc1ccc(Br)cc1Cl	-8%	2%	-1%
O=C(CNC(=O)c1sc2ccccc2c1Cl)NCc1ccccc1	-2%	1%	-3%
N#C/C(=C\c1ccccc1)C(=O)Nc1ccccn1	1%	-7%	-9%
O=c1[nH]ncc2c3ccccc3n(Cc3ccccc3F)c12	1%	1%	2%
CCO[C@H]1OC(C(=O)NCc2ccccc2)=C[C@@H](c2ccc3c(c2)OCO3)[C@@H]1CCCO	-5%	8%	11%
CCCCOC(=O)CSC1=C(C#N)C(c2ccccc2OC)C(C#N)C(=O)N1 (stereo not drawn)	-24%	3%	10%
CC(C)OC(=O)CSc1nc2cc3c(cc2cc1C#N)OCO3	-2%	3%	-2%
O=C(COc1ccccc1)NCCSCc1ccc(Cl)cc1	-4%	-3%	-10%
Cc1nc(C(=O)NCC(=O)c2ccccc2)c(C(F)(F)F)o1	-5%	2%	1%
NC(=O)C1CCCN(CC(=O)Nc2ccccc2C(=O)NC2CC2)C1 (stereo not drawn)	2%	/	9%

Screening data (PubChem)
